CCHF vOTU inh: blocks the CCHF virus ovarian tumor domain protease; CCHFV vOTU protease, Pep-AMC fluorescence; inhibition, % at 11.5 µM; actives 0.55% (n = 370,000); AID 651958; in the data active = inhibition above about 30%; note: 0% = vehicle wells with enzyme and 100% = no enzyme wells
BoNT-A LC inh2: BoNT A light chain protease inhibition; multiplex microsphere protease substrate cleavage, flow cytometry; inhibition, % at 10 µM; actives 0.17% (n = 360,000); AID 588499; note: plate controls were buffer without enzyme for full effect and enzyme alone for no effect
FadD28 FP inh: blocks FadD28 binding to the bisubstrate probe | fluorescence polarization | inhibition, % at 12.5 µM | actives 0.22% (n = 360,000); in the data active = inhibition above about 8.5%, passing the limit was not always enough; inconclusive = no clear call, values can overlap the other calls
PrPC TRFRET: reduces human prion protein on the cell surface | P04156 | cell surface PrPC, TR-FRET read-out | inhibition, % at 13.8 µM | actives 0.43% (n = 370,000); in the data active = inhibition above about 24%; note: 0% = median of the test wells and 100% = reference compound wells
Anthrax LF inh2: anthrax lethal factor protease inhibition. AID 588501. inhibition, % at 10 µM. actives 0.12% (n = 360,000). multiplex microsphere protease cleavage assay, LF. P15917; note: plate controls were buffer without enzyme for full effect and enzyme alone for no effect
TcdB inh: TcdB glycohydrolase inhibition; P18177; TcdB glycohydrolase enzymatic assay, plate reader; inhibition, % at 9.99 µM; actives 0.24% (n = 350,000); AID 652162; in the data active = inhibition above about 10%
Target sequence (P18177 whole entry, looked up): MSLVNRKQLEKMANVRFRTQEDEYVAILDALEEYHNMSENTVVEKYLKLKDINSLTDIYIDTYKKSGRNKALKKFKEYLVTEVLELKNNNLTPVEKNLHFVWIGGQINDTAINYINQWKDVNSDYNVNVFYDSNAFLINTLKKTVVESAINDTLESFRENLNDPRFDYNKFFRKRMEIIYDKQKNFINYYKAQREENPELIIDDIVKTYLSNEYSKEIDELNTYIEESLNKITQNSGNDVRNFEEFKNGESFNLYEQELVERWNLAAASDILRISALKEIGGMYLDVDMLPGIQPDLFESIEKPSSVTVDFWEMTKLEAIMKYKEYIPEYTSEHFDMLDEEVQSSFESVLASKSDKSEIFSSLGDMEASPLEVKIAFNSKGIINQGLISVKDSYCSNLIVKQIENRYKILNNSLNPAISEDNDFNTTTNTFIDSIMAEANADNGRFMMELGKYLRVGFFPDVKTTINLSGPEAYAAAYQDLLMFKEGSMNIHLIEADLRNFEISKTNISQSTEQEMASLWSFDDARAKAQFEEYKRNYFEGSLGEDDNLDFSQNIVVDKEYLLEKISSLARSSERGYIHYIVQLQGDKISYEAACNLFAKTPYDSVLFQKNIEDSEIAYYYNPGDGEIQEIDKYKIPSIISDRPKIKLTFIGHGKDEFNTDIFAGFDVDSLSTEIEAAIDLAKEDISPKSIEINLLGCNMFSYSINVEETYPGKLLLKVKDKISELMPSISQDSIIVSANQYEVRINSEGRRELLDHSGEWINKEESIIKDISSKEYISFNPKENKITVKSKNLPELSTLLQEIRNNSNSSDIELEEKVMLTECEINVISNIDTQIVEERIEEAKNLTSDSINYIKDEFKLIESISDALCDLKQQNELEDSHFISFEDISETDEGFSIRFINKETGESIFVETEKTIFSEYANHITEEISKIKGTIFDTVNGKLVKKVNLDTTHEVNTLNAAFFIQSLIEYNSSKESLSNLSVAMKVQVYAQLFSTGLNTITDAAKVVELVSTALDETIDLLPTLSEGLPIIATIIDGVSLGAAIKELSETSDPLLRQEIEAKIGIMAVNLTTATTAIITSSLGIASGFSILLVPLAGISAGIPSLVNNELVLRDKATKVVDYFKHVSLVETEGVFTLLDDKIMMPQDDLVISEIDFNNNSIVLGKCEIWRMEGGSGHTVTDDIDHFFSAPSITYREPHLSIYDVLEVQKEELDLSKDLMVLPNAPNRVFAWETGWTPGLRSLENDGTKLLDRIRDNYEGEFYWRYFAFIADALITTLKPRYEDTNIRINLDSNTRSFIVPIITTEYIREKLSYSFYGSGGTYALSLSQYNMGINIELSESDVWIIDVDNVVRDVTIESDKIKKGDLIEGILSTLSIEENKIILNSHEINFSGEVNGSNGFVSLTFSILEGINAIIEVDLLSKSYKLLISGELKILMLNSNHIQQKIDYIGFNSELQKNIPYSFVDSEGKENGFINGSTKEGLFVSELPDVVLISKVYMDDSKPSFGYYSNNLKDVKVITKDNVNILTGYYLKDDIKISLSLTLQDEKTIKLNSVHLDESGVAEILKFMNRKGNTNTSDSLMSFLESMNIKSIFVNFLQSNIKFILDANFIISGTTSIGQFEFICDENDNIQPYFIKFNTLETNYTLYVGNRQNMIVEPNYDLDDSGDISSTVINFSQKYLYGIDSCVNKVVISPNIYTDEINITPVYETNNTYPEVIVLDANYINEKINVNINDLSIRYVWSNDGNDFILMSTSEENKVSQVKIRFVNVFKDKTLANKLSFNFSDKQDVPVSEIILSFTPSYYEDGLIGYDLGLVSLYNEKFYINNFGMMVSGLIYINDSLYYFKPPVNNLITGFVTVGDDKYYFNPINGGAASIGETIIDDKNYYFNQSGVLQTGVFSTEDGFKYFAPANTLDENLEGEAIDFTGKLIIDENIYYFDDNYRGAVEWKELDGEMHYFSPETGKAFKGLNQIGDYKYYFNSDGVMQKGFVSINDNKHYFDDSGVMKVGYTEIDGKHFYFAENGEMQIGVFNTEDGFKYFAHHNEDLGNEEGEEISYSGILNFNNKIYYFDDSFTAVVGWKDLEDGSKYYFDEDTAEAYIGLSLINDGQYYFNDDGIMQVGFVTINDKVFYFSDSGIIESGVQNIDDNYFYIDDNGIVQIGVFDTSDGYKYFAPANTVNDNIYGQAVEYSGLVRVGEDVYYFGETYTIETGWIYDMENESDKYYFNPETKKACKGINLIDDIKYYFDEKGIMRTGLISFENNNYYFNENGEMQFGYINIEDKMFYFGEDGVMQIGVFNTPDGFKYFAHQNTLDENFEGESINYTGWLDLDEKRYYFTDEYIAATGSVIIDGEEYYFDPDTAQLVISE
PfHsp40 rescue: compounds rescuing yeast from Plasmodium falciparum HSP40 toxicity; S. cerevisiae expressing PfHsp40, growth rescue, ATP luminescence; growth rescue, % at 12.5 µM; AID 504582; actives 0.68% (n = 340,000); in the data active = growth rescue above about 28%, passing the limit was not always enough; inconclusive = no clear call, values can overlap the other calls;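 note: yeast W303a lacking pdr1 and pdr3 grown in galactose medium; growth measured after three days at 30 °C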
BoNT F protease: inhibitors of Botulinum neurotoxin F light chain protease. Multiplex microsphere protease cleavage assay, flow cytometry. inhibition, % at 10 µM. actives 0.22% (n = 360,000); in the data active = inhibition above about 35%, passing the limit was not always enough; inconclusive = no clear call, values can overlap the other calls; note: plate controls were buffer without enzyme for full effect and enzyme alone for no effect
Yp Topo-I inh: blocks Yersinia pestis topoisomerase I activity | activity, % at 10 µM | actives 0.064% (n = 360,000) | AID 504884 | Y. pestis Topo-I cleavage product accumulation, plate reader; in the data active = activity above about 50%, passing the limit was not always enough; inconclusive = no clear call, values can overlap the other calls; note: inactives centre near 2
Active calls of the source: *; u = inconclusive; x = not tested or not shown. Cut-off read from the data, not from the text of the source, unless noted: active = inhibition above about 30%; inconclusive = no clear call, values can overlap the other calls; inactive = below that.

Fields: CCHF vOTU inh	BoNT-A LC inh2	FadD28 FP inh	PrPC TRFRET	Anthrax LF inh2	TcdB inh	PfHsp40 rescue	BoNT F protease	Yp Topo-I inh
O=c1[nH]c2ccc(S(=O)(=O)N3CCCCC3)cc2o1
  0	-0.5	-1.5	-2	-5	-0.1	0.0	1	4
CCSc1nnc(NC(=O)c2ccccc2)s1
  -1	0.3	-3.2	8	-1	-0.1	2.5	2	4
CCOC(=O)[C@H]1[C@H]2COc3ccc(OC)cc3[C@@H]2N2C(=O)c3ccc(Cl)cc3NC(=O)[C@@]12C
  -3	-0.8	-1.9	-4	9	3.3	2.4	4	17
Cc1cccc(NC2=C(NC(=O)c3ccccc3)C(=O)c3ccccc3C2=O)c1
  68*	-0.4	0.6	-48	-4	x	0.8	-10	2
O=C(c1cccc(Cl)c1)N1CCN(Cc2ccncc2)CC1
  7	0.1	0.8	1	1	x	-0.3	-5	3
O=C(CSc1ccc(C(F)(F)F)cc1[N+](=O)[O-])Nc1ccc2ccccc2c1
  -17	0.7	-3.9	-4	2	-0.4	1.9	-2	-10
CC12CCC(C(=O)NC3CCCCC3)([C@H](Br)C1=O)C2(C)C (some centres not stated)
  -14	0.3	-1.2	9	-6	2.4	0.5	-9	2
CCOc1cccc(CNC2CN3CCC2CC3)c1 (configuration not stated)
  6	u	-2.0	0	-2	1.2	0.8	-1	1
COC(=O)c1ccc(NC(=O)CSC2=NC(=O)C(c3ccccc3)C(=O)N2)cc1 (configuration not stated)
  -2	-0.5	-8.4	-5	0	x	-2.3	-5	-1
Cc1sc(NC(=O)C(C)C)c(C(=O)Nc2ccccc2)c1C
  5	0.5	-0.8	1	-1	x	6.8	1	8
CCN(Cc1ccccc1)C(=O)CCS(=O)(=O)c1ccc2c(c1)n(C)c(=O)c(=O)n2C
  -2	-1.1	-1.2	1	3	1.2	0.4	-5	-2
CC(C)COc1cccc(-c2cc(C(=O)N/N=C/c3ccncc3)c3ccccc3n2)c1
  -6	0.2	-9.2	0	5	2.1	1.5	4	-9
O=C(CN1CCN(S(=O)(=O)c2ccc(Br)cc2)CC1)Nc1ccc(F)cc1F
  3	-1.0	0.1	4	-5	x	3.7	-6	38
CCOC(=O)c1cccc(NC(=O)CCc2nnc3ccc(N4CCCCC4)nn23)c1
  -1	-2.4	0.5	2	-5	-1.9	-0.7	0	24
COCCN(C(=O)CSc1nnc(-c2cccs2)n1N)c1c(N)n(Cc2ccccc2)c(=O)[nH]c1=O
  -12	0.6	-1.0	3	-6	-0.2	-0.9	-6	3
Cc1cccc(-n2c(SCc3cc(=O)n4ccsc4n3)nc3ccccc3c2=O)c1
  9	0.1	-3.9	-1	-1	x	0.5	-15	-1
CC(=O)[C@H]1[C@@H]2C(=O)N(c3cccc(Cl)c3)C(=O)[C@@H]2[C@H]2c3ccccc3C=CN21
  94*	-0.5	0.3	-2	0	x	0.6	-10	-1
C=CCOc1cccc(C(=O)N2CCC(CCC(=O)NC3CC3)CC2)c1
  15	-0.4	-4.7	4	-6	0.0	0.7	1	5
CC(C)(C)NC(=O)C(c1cccs1)N(Cc1cccs1)C(=O)c1ccc(CN2CCOCC2)o1 (configuration not stated)
  -5	-1.8	-2.2	-6	-7	1.5	0.7	-4	7
Cc1ccc(S(=O)(=O)n2nc(OC(=O)C3CCCCC3)cc2N)cc1
  9	-0.6	-0.2	3	1	x	-0.8	-1	15

(list continues)
Fields: CCHF vOTU inh	BoNT-A LC inh2	FadD28 FP inh	PrPC TRFRET	Anthrax LF inh2	TcdB inh	PfHsp40 rescue	BoNT F protease	Yp Topo-I inh
Cc1ccc(Cl)cc1-n1c(=O)cc(N2CC(C)OC(C)C2)[nH]c1=O (configuration not stated)
  -6	0.4	-4.2	7	-1	x	-1.1	3	-3
CC(C)n1cc(CN2CCC(C(=O)Nc3cccc(-c4cscn4)c3)CC2)cn1
  7	-0.1	-0.6	-13	-2	1.5	-0.1	0	3
O=c1c(-c2ccc(F)cc2)coc2c3c(ccc12)OCCO3
  -15	0.0	-0.6	4	6	x	-0.6	1	-8
C/C(=N/NC(=O)CNC(=O)/C=C/c1ccco1)c1ccc(Cl)cc1
  -2	-0.7	-1.9	-3	-1	1.7	0.0	1	3
O=C(CSc1cccc(C(F)(F)F)c1)Nc1ccc(N2CCOCC2)cc1
  0	-0.2	-1.4	4	3	0.3	-0.9	-7	-11
O=C(CN1CCC(N2CCCCC2)CC1)N1CCCc2ccccc21
  -3	1.9	-3.7	-7	0	x	0.6	4	1
O=S(=O)(/N=C(/Nc1ccccn1)c1ccc(Cl)cc1)c1ccc(Cl)cc1
  -2	-0.5	-2.2	-6	-2	x	-0.2	-6	7
Cc1ccc(C(=O)NC2CCN(C(=O)N3CCOCC3)CC2)cc1
  -2	-0.6	-1.4	0	-7	x	-0.1	-2	10
CN(C)S(=O)(=O)c1ccc(S(=O)(=O)NCCN2CCOCC2)cc1
  -10	4.2	-1.3	-2	-1	1.0	-1.2	-4	-1
CC(C)(C)NC(=O)NC(=O)CSc1ccc(S(=O)(=O)N2CCCCC2)cn1
  3	-0.2	-3.6	4	-5	-5.5	0.5	-6	6
CCc1cc(=O)oc2c(C)c(OCC(=O)NCCCn3ccnc3)ccc12
  2	7.6	-4.7	2	6	0.6	-1.2	13	-1
CCn1cc(CN2CCC(n3nccc3NC(=O)c3ccccc3OC)CC2)cn1
  -3	2.6	0.4	-1	1	2.3	-1.2	6	-3
O=C(NNC(=O)c1ccc(F)cc1)C(=O)N1CCCCC1
  -2	-1.1	-1.1	-7	-5	x	-0.3	-10	6
COc1ccc2cc3cc(C(=O)NCCc4ccc(OC)c(OC)c4)oc3nc2c1
  -20	x	-47	-12	x	x	-0.2	x	25
CCOC(=O)c1ccc(N2C(=O)C3CCOc4ccccc4C32)cc1 (configuration not stated)
  12	-1.0	-0.1	-1	-3	-2.6	-0.2	2	-4
CN(c1ccc(C(=O)NCc2ccncc2)cc1)S(=O)(=O)c1ccc(Cl)cc1
  -15	1.4	-1.2	11	3	0.8	0.3	3	18
CC1CC(C)CN(S(=O)(=O)c2ccc(C(=O)Nc3sccc3C(N)=O)cc2)C1 (configuration not stated)
  0	0.0	-1.5	-2	1	-0.7	0.3	2	-4
CC(C)C(NC(=O)c1ccc(C(C)(C)C)cc1)C(=O)Nc1ccc(N2CCOCC2)cc1 (configuration not stated)
  -8	-2.7	-0.9	-2	-3	2.2	-0.1	-4	-4
CC(=O)N1C[C@@H](CO)[C@@H](N(C)C(=O)c2ccco2)C[C@H]1c1ccccc1
  6	-0.5	-0.2	-4	-4	0.0	x	-6	x
CCOc1ccccc1CNC(=O)Cn1ccc2cc(S(=O)(=O)N3CCCC3)ccc21
  1	-1.2	-1.1	1	-2	0.9	-0.9	-8	28

Fetched by structure from the list above (2):
Fields: CCHF vOTU inh	BoNT-A LC inh2	FadD28 FP inh	PrPC TRFRET	Anthrax LF inh2	TcdB inh	PfHsp40 rescue	BoNT F protease	Yp Topo-I inh
O=S(=O)(/N=C(/Nc1ccccn1)c1ccc(Cl)cc1)c1ccc(Cl)cc1
  -2	-0.5	-2.2	-6	-2	x	-0.2	-6	7
CN(C)S(=O)(=O)c1ccc(S(=O)(=O)NCCN2CCOCC2)cc1
  -10	4.2	-1.3	-2	-1	1.0	-1.2	-4	-1

Other structures follow.
Fields: CCHF vOTU inh	BoNT-A LC inh2	FadD28 FP inh	PrPC TRFRET	Anthrax LF inh2	TcdB inh	PfHsp40 rescue	BoNT F protease	Yp Topo-I inh
O=C(c1cc2ccccc2o1)N1CCCC1
  0	-0.6	-1.2	3	-1	-0.4	-2.1	-4	6
CCOc1ccc(CNC(=O)CCc2cn(C)c3ccccc23)cc1
  -16	-1.9	x	-2	0	0.3	1.3	-7	14
CCC1(C)NC(=O)N(CC(=O)N2CCN(c3cccc(Cl)c3)CC2)C1=O (configuration not stated)
  8	-0.2	-3.5	4	-6	1.6	-1.3	1	2
CC(=O)OC1C(O)C2=C3C4(C)C1C(C)(C)C(=O)CC4C3(O)C(OC(C)=O)C1(CC1C)C2=O (configuration not stated)
  6	-1.4	x	5	-1	2.1	x	-8	x
Oc1ccc(C[C@H]2CNCCN2CCC23CC4CC(CC(C4)C2)C3)cc1
  17	-0.6	-2.6	-5	-8	-13	-1.5	-16	0
Oc1cccc2cnccc12
  -4	-1.2	1.9	2	-9	5.0	-0.5	-1	4
COc1ccccc1CNCC(c1ccccc1)c1ccccc1
  -7	2.6	-2.9	7	3	1.3	-0.6	1	3
CCC1CCCCN1C(=O)COC(=O)c1ccc(Br)o1 (configuration not stated)
  3	0.0	-3.0	3	0	0.7	-0.5	-2	2
COc1ccccc1Nc1ccc([N+](=O)[O-])cn1
  8	-0.3	0.3	-22	2	1.1	1.2	-1	-2
COc1ccc(C(=O)CSc2nnnn2C)c(OC)c1
  -2	-1.8	-0.5	-4	-7	0.7	-0.3	-13	12
CCCCC(=O)NC(Nc1ccc(C)cn1)(C(=O)OCC)C(F)(F)F (configuration not stated)
  -1	-0.3	-5.2	1	-8	x	-0.5	0	-9
OCCC1CN(Cc2nc3ccccc3s2)CCN1C1CCCCC1 (configuration not stated)
  -3	0.6	-1.1	3	0	1.6	-1.0	-5	2
CCCC(=O)Nc1ccc(C)c(O)c1
  6	0.9	0.2	-1	2	x	0.4	1	3
COc1ccc(Nc2nc(NCCO)nc(OC)n2)cc1
  4	0.0	-1.2	8	6	x	-2.3	8	-5
CC1=NNC(=O)C1CCC(=O)N/N=C\c1cccc(Cl)c1 (configuration not stated)
  -5	0.3	0.6	-1	-4	9.6	-0.7	0	2
CC1CC(O)(Cc2ccccc2)C(C)CN1C (configuration not stated)
  3	-1.3	-2.9	2	-6	x	-1.0	-2	-8
O=C(CNS(=O)(=O)c1ccccc1)OCc1cccc([N+](=O)[O-])c1
  5	-0.3	0.1	-1	2	x	-1.6	-4	2
COc1ccccc1C(=O)N1CCN=C1SCc1cccnc1
  13	-0.4	-4.1	-1	-2	x	-1.7	-6	-5
CC(OC(=O)c1ccc(O)cc1)C(=O)Nc1nc(-c2ccccc2)cs1 (configuration not stated)
  8	1.1	-3.0	4	2	1.2	15	3	-8
Cc1cccc[n+]1CC(=O)N1c2ccccc2Sc2ccccc21
  -7	-0.1	-0.4	-7	-2	-0.6	0.1	-2	5

More entries.
Fields: CCHF vOTU inh	BoNT-A LC inh2	FadD28 FP inh	PrPC TRFRET	Anthrax LF inh2	TcdB inh	PfHsp40 rescue	BoNT F protease	Yp Topo-I inh
COc1ccccc1NS(=O)(=O)c1cccc(C(=O)N2CCCCCC2)c1
  -6	x	0.8	4	x	0.5	-0.8	x	20
CC(=O)c1ccc(OCc2cc(C(=O)N(C)Cc3ccon3)no2)cc1
  4	1.0	-5.0	3	0	0.3	0.2	11	3
COc1ccc(N2CC(C(=O)N/N=C/c3ccc([N+](=O)[O-])cc3)CC2=O)cc1 (configuration not stated)
  -2	0.3	-3.8	-33	-1	1.0	-0.6	-6	-8
COc1ccc(Cn2c(=O)[nH]c3cc(C(=O)NC4CCN(Cc5ccccc5)CC4)ccc32)cc1
  3	0.2	-3.1	-7	1	-0.3	-0.6	-4	6
CCOc1ccc(-c2csc(NC(=O)CSC3=NC(=O)CN3C(C)=O)n2)c2ccccc12
  6	0.9	-3.2	11	-3	x	17	1	-12
NC(=O)C1CCN(C(=O)NC2CC(=O)N(c3ccc4c(c3)OCCO4)C2)CC1 (configuration not stated)
  -13	-2.1	-3.0	3	2	1.8	-0.7	4	-7
CCOC(=O)C1(Cc2cccc(Cl)c2)CCCN(C(=O)c2cc(C)on2)C1 (configuration not stated)
  -2	1.3	-4.1	-1	2	1.2	3.0	-1	32
Cc1ccc(C)n1-c1nccc(-c2cccs2)n1
  -142	3.6	0.7	-1	-3	x	-1.0	4	1
Cc1cc[n+](CC(=O)Nc2ccccc2)cc1
  -1	-1.9	-2.5	3	9	1.7	0.3	3	0
Cc1ccc(N(CC(=O)NCc2ccccc2)C(=O)CCC(=O)Nc2ccccn2)cc1
  3	-2.2	0.7	-3	14	0.7	-0.7	-14	26
O=C(CN1CCN(Cc2ccc(F)cc2)CC1)Nc1ccccc1F
  -13	-2.3	-0.2	-6	9	0.8	1.4	5	7
CC1C(=O)N(Cc2cn(Cc3ccco3)nn2)CCS(=O)(=O)N1Cc1ccc(-c2ccccc2C(F)(F)F)cc1 (configuration not stated)
  14	-0.4	-4.3	-7	-4	0.6	x	10	x
